Source: PubChem (several laboratories)
RSV antiviral HEp-2 – RSV antiviral activity via CPE protection, HEp-2 cells, primary 10 µM value included (AID 2391); HEp-2 cells, RSV-induced CPE inhibition; higher % means a stronger effect; one-dose CPE inhibition, % at 10 µM; IC50 in µM for titrated hits; 0.13% of 310,000 active; in the data active = a potency from the dose series; also: strong numbers were not always called active
T cell modulator – modulators of CD8 T cell-vesicle binding, primary screen, mouse 2C CD8+ T cells, flow cytometry; 2C CD8+ T cell-vesicle binding; stronger effect = lower value; 0.068% of 330,000 active; calls only at 7 µM; AID 2052, 2009;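 active = response, share of CD8 T cells binding vesicles, and their 90th percentile fluorescence all below set limits, cut at about 80% in these data, passing the limit was not always enough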
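Benchmarks: naked versus QL9-loaded vesicles / Assay system: purified 2C TCR transgenic mouse naive CD8+ T cells / Technique: high-throughput flow cytometry with anti-B7-1 and anti-CD8 staining / Timing: Cell–vesicle co-incubation 1.5 h at 37 °C, staining 20 min on ice / Read-out: percent CD8+ FL2 mean versus row control / Probe or stimulus: QL9-loaded Drosophila micro-vesicles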
human PMI inhibitors – human PMI inhibitors, high substrate, primary screen, biochemical, fluorescence intensity, high mannose 6-phosphate (AID 1220); 0.66% of 190,000 active; Mannose-6-phosphate isomerase (Homo sapiens); one-dose inhibition, % at 20 µM; IC50 in µM for titrated hits; recombinant PMI enzyme, coupled fluorescence intensity; higher % means a stronger effect
West Nile virus CPE – West Nile virus antiviral activity, cell-based, CPE readout (AID 1621); West Nile virus-infected cells, CPE inhibition; higher % means a stronger effect; CPE inhibition, % at 10 µM, or IC50 in µM where a hit was titrated; 0.02% of 290,000 active; in the data active = a potency from the dose series; also: strong numbers were not always called active
P. falciparum M17LAP – P. falciparum M17LAP inhibitors, primary screen, biochemical, fluorogenic H-Leu-NHMec substrate, 1536-well (AID 1619). Leucine aminopeptidase (Plasmodium falciparum (isolate 3D7)). recombinant M17LAP, H-Leu-NHMec fluorogenic kinetic assay; higher % means a stronger effect. inhibition, % at 30 µM; hits with a dose series show IC50 in µM. 0.38% of 220,000 active;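 active = compound inhibiting the enzyme by more than half at any dose during confirmatory dose-response retesting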;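 also: plate controls were full reaction with DMSO carrier for no effect and no enzyme background for full effect; strong numbers were not always called active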
UTI89 phage lysis – inhibition of K1F phage lysis, E. coli UTI89, bacterial capsule biogenesis inhibitors, alamar blue (AID 488966) | E. coli UTI89 K1F phage lysis, alamar blue, 2 h; higher % means a stronger effect | inhibition, % at 100 µM; hits with a dose series show IC50 in µM | 0.02% of 340,000 active;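 active = phage lysis inhibition, versus mean bacterial control, above a set limit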;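 also: capsule biogenesis inhibitors block K1F phage lysis so surviving cells raise fluorescence; higher fluorescence means more inhibition of phage lysis; actives were called in the ten point dose series up to 300 µM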
TNAP activators – human TNAP enzyme activators, primary screen, biochemical, luminescent, no phosphate acceptor, uHTS (AID 1001); Alkaline phosphatase, tissue-nonspecific isozyme (Homo sapiens); purified TNAP, luminescent activation assay, no phosphate acceptor; higher activation fold means a stronger effect; activation fold at 20 µM, or EC50 in µM where a hit was titrated; 0.03% of 200,000 active; in the data active = activation fold from about 3, or a potency from the dose series; inactive = the rest, 99 in 100 with activation fold below about 1.6; also: many of its hits are not listed in these tables
M1AAP inhibition – P. falciparum M1AAP inhibitors, biochemical, fluorogenic H-Leu-NHMec substrate, 1536-well (AID 1445) | 0.42% of 220,000 active | inhibition, % at 30 µM, or IC50 in µM where a hit was titrated | recombinant M1AAP, H-Leu-NHMec fluorogenic kinetic assay; higher % means a stronger effect | Aminopeptidase N (Plasmodium falciparum (isolate 3D7));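 active = primary inhibition above the hit cutoff, then over 50% inhibition at one or more dose response concentrations, cut at about 23% in these data, passing the limit was not always enough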;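 also: plate controls were DMSO full reaction for no effect and no enzyme background for full effect; strong numbers were not always called active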
human PMI inhibition – inhibitors of human PMI, primary screen, biochemical, fluorescence intensity, coupled assay (AID 1209). Mannose-6-phosphate isomerase (Homo sapiens). purified PMI enzyme, coupled fluorescence intensity; higher % means a stronger effect. inhibition, % at 20 µM; hits with a dose series show IC50 in µM. 0.42% of 190,000 active;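 also: plate controls were DMSO vehicle for no effect and wells lacking substrate for full effect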
T cell modulator vesicle-bound % – further read-out of T cell modulator, marked with its call; double positive events, %; measured here: CD8+ vesicle-bound cell fraction;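 binding gate set so that unloaded-vesicle control wells show 10% double positive cells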
The depositor's hits bear a star; i = inactive; . = not tested or not shown; [ ] = another dose, or the depositor's remark. Rule as the data show it, unless noted: active = inhibition above about 50%; inactive = the rest.

SMILES	RSV antiviral HEp-2	T cell modulator	T cell modulator vesicle-bound %	human PMI inhibitors	West Nile virus CPE	P. falciparum M17LAP	UTI89 phage lysis	TNAP activators	M1AAP inhibition	human PMI inhibition
COc1ccccc1NCC(=O)Nc1cc(S(=O)(=O)N2CCOCC2)ccc1N1CCOCC1	5.9µM*	i	61	-9%	-0.2%	0%	0.1%	1.2	5%	-6%
COc1ccc(S(=O)(=O)N(CCc2ccccc2)CC(N)=O)cc1	2.3%	i	40	-14%	-0.7%	-7%	0.6%	1	-2%	-6%
CCN(CC)S(=O)(=O)c1ccc(NC(=O)CSc2cccc[n+]2[O-])cc1	2.0%	i	40	-11%	0.9%	-2%	2.3%	1	3%	-6%
CC1(c2ccc(OC(F)F)cc2)NC(=O)N(CC(=O)Nc2cccc(S(N)(=O)=O)c2)C1=O (stereo not drawn)	0.7%	i	25	.	1.2%	.	0.3%	.	.	.
CSC(=S)N/N=C/c1ccccc1	1.4%	i	42	-6%	1.3%	0%	1.8%	1.2	4%	-4%
Cc1ccc(-c2noc(CSc3nc(N)cc(N)n3)n2)cc1	4.0%	i	49	12%	-1.2%	-2%	0.0%	1.1	3%	13%
O=C(NC1=NCCS1)C12CC3CC(C1)CC(C(=O)NC1=NCCS1)(C3)C2	0.0%	i	23	5%	0.6%	6%	0.3%	1	0%	3%
CCCn1nnnc1NCc1ccc(SC)cc1	-0.7%	i	7	.	-0.1%	.	0.0%	.	.	.
COc1ccc2c(c1)S(=O)(=O)c1ccccc1N2	-1.1%	i	14	.	-0.3%	-1%	1.5%	.	1%	.
COc1ccc(CONS(=O)(=O)c2ccc(NC(C)=O)cc2)cc1Cl	1.1%	i	20	-7%	-0.8%	-2%	-0.9%	1.1	11%	-1%
COc1ccc(NC(=O)CSc2nnc(-c3ccccc3Cl)n2Cc2ccco2)c(OC)c1	4.1%	i	2	3%	-0.2%	-1%	-0.1%	1.1	1%	4%
O=C1NC(=S)S/C1=C\c1coc2ccccc2c1=O	3.6%	i	43	2%	-0.1%	-2%	-0.5%	1	14%	-10%
CC(C)NC(=S)NNc1nc2ccccc2s1	0.7%	i	33	-28%	0.1%	10%	-0.2%	2.4	-14%	-7%
COC(=O)CSc1nnc(C)n1-c1ccc(C)cc1	2.5%	i	27	-2%	0.2%	10%	1.8%	1.1	8%	-2%
O=C(/C=C/c1ccco1)NC(=S)Nc1ccccc1Br	3.1%	i	33	.	-0.5%	.	0.1%	.	.	.
COc1cc(CNCc2ccc(SC)cc2)cc(OC)c1	7.5%	i	28	-7%	-1.0%	-7%	0.2%[50 µM]	1.1	-8%	0%
CCN(CC)CCN(Cc1cc2cc3c(cc2[nH]c1=O)OCO3)C(=S)NCc1ccco1	-1.1%	i	14	20%	-0.6%	-34%	0.7%	1	13%	10%
COc1cc2[nH]c(=O)n(CCCCCC(=O)N3CC=C(c4ccccc4)CC3)c(=O)c2cc1OC	14%	i	53	-4%	1.0%	14%	-0.5%	1.1	1%	5%
COc1ccc(-c2cc(C(=O)NC(C(=O)O)C(C)C)c(C)o2)cc1OC (stereo not drawn)	2.5%	i	35	2%	-0.1%	25%	0.0%	1.2	6%	-7%
COc1cccc(-c2cc(C(=O)N3CCc4ccccc4C3)[nH]n2)c1	-0.8%	i	32	.	-0.2%	.	0.1%	.	.	.
CC(=O)Nc1ccc(NC(=O)CSc2ccc3nnc(-c4ccccn4)n3n2)cc1	1.1%	i	67	.	0.3%	.	-0.1%	.	.	.
c1ccc2[nH]c(SCc3cn4cccnc4n3)nc2c1	1.8%	i	50	-3%	-0.1%	3%	2.8%[50 µM]	1.5	4%	6%
O=C(Nc1cccnc1)OC1CCCCC1	0.9%	i	37	-6%	-0.7%	-1%	0.1%	1	-4%	4%
COc1ccc(OC)c(CN2CCN(CCCc3ccccc3)C(CCO)C2)c1 (stereo not drawn)	-0.2%	i	47	.	-1.2%	.	0.1%	.	.	.
CC1CCN(C(=O)c2ccc(S(=O)(=O)Cc3ccccc3F)c([N+](=O)[O-])c2)CC1	2.0%	i	2	-4%	1.6%	-15%	1.5%[50 µM]	1.1	4%	5%
COc1ccc2cc(C(=O)Nc3ccc(Cl)cc3)sc(=O)c2c1OC	1.7%	i	43	-2%	1.1%	-7%	0.6%	1	19%	4%
CCN(CC)C(=O)CSC1c2ccccc2C(=O)N1c1ccccc1 (stereo not drawn)	.	i	30	-8%	0.3%	-3%	0.9%	1	4%	1%
CC(C)NC(=O)NC(=O)COC(=O)/C=C/c1ccccc1[N+](=O)[O-]	-1.6%	i	59	22%	0.1%	5%	-2.5%	1.1	0%	11%
COc1ccc(CC(=O)N/N=C(\C)c2cccs2)cc1	1.9%	i	64	.	-0.5%	.	0.1%	.	.	.
O=C(COc1ccccc1)Nc1ccc(C(=O)N2CCCC2)cc1	0.3%	i	60	.	0.1%	.	0.1%	.	.	.
O=C1COc2ccc(C(=O)COC(=O)Cc3ccsc3)cc2N1	-0.3%	i	37	2%	0.2%	0%	4.1%	1	5%	-3%
CN(Cc1ncc[nH]1)C(=O)CC1C(=O)NCCN1Cc1c(F)cccc1Cl (stereo not drawn)	-0.7%	i	57	20%	1.1%	1%	1.2%	1	6%	7%
O=C(NC1=NCCS1)c1ccc(Br)s1	0.9%	i	48	1%	0.2%	-9%	-0.9%	1.1	0%	5%
COc1nonc1NCn1nc(C)cc1C	1.0%	i	17	-1%	0.1%	-1%	1.1%	1.1	0%	2%
OCCC1CN(Cc2ccc(Oc3ncccn3)cc2)CCN1Cc1ccc(F)c(F)c1 (stereo not drawn)	-1.0%	i	53	.	-0.1%	4%	-0.8%[50 µM]	.	4%	.
CCOc1ccc(CCNC(=O)Cn2ccc3ccccc3c2=O)cc1OCC	1.9%	i	30	-1%	-0.5%	0%	0.2%	1.1	5%	-14%

RSV antiviral HEp-2, what is marked active above
compound	RSV antiviral HEp-2	T cell modulator	T cell modulator vesicle-bound %	human PMI inhibitors	West Nile virus CPE	P. falciparum M17LAP	TNAP activators	M1AAP inhibition	human PMI inhibition
COc1ccccc1NCC(=O)Nc1cc(S(=O)(=O)N2CCOCC2)ccc1N1CCOCC1	5.9µM*	i	61	-9%	-0.2%	0%	1.2	5%	-6%

(cont.)
SMILES	RSV antiviral HEp-2	T cell modulator	T cell modulator vesicle-bound %	human PMI inhibitors	West Nile virus CPE	P. falciparum M17LAP	UTI89 phage lysis	TNAP activators	M1AAP inhibition	human PMI inhibition
COc1cc(C2NC(=O)NC(C)=C2C(=O)OC(C)C)ccc1OC(=O)c1ccco1 (stereo not drawn)	0.7%	i	26	6%	0.0%	-3%	0.1%	1.1	-2%	1%
C/C(=N/NS(=O)(=O)c1cc(C)ccc1C)c1ccc2c(c1)OCO2	1.7%	i	62	.	-0.4%	.	-0.1%	.	.	.
Cc1cccc(-n2cnc(C(=O)Nc3cccnc3)c2)n1	-0.4%	i	38	12%	0.1%	0%	0.0%	1.2	3%	12%
Nc1nc(SCC(=O)Nc2ccccc2)[nH]c(=O)c1NC(=O)c1cccs1	1.7%	i	38	0%	0.5%	4%	-1.5%	1.1	5%	0%
Cc1cc2ccccc2n1CCNC(=O)C(C)(C)C	0.8%	i	39	2%	-0.2%	-1%	-1.2%	1.1	2%	-17%
CCOc1ccccc1OCC(=O)NN1Cc2ccccc2C1=N	0.4%	i	58	-3%	0.0%	5%	0.1%	1.1	5%	3%
CCCCNC(=O)CNC(=S)N(Cc1ccccc1)Cc1cccnc1	-0.2%	i	0	16%	-1.4%	6%	-1.1%	1	4%	7%
O=C(CCN1C(=O)c2ccccc2C1=O)Nc1cccc(O)c1	0.5%	i	32	.	0.2%	.	0.1%	.	.	.
COC(=O)c1cnc(Oc2ccc(NC(=O)NC(=O)c3c(F)cccc3Cl)cc2)cc1C(F)(F)F	2.6%	i	33	.	-1.3%	5%	-1.1%	.	-1%	.
COc1ccc(NC(=O)C(CC(=O)O)Cc2ccc(Cl)cc2)cc1 (stereo not drawn)	0.7%	i	38	.	0.4%	.	0.2%	.	.	.
CN(C)CCNC(=O)COc1ccc(Cl)cc1Cl	0.8%	i	42	-18%	0.8%	4%	3.4%	1.1	-1%	-25%
COc1ccc(NC2=C3CCCC=C3N(c3ccc(OC)cc3)C2=O)cc1	1.1%	i	56	31%	0.0%	28%	-0.2%	1	3%	-2%
CC1=NN(c2nc3ccccc3[nH]2)C(=O)C1Cc1ccccc1 (stereo not drawn)	.	i	50	.	2.0%	1%	.	.	-18%	.
CC(=O)Nc1nc(-c2ccccc2)c(-c2ccccc2)o1	1.6%	i	12	-8%	-0.3%	5%	0.3%	1	2%	1%
COc1cccc(N2CCN(CC(=O)Nc3nc4c(s3)CC(C)CC4)CC2)c1 (stereo not drawn)	11%	.	.	10%	-1.4%	3%	0.7%	1.4	4%	16%
COc1cc(C2NC(=S)NC3=C2C(=O)CCC3)ccc1O (stereo not drawn)	1.2%	i	38	.	0.0%	.	0.2%	.	.	.
Cc1ccc(C(=O)N2N=C(c3ccccc3)CC2(O)C(F)(F)F)o1 (stereo not drawn)	3.5%	i	56	-4%	-0.3%	3%	0.4%	1	5%	0%
COc1ccc(S(=O)(=O)Nc2ccccc2C(=O)N2CCCC2)cc1OC	2.2%	i	41	.	-0.2%	5%	0.7%	.	-1%	.
COc1cccc(/C=C2\SC(=S)N(CC3CCCO3)C2=O)c1 (stereo not drawn)	2.1%	i	43	2%	0.2%	-1%	1.3%[50 µM]	1	1%	2%
CC1=NN(c2ccc(Cl)c(C(=O)O)c2)C(=O)/C1=C/c1ccc(-c2ccccc2[N+](=O)[O-])o1	1.5%	i	40	.	-0.4%	.	0.0%	.	.	.
CCn1cc(C2Nc3ccccc3C(=O)N2O)c(C)n1 (stereo not drawn)	1.3%	i	18	-44%	0.0%	3%	5.0%	1.1	4%	-25%
O=c1c2ccccc2nc(SCc2nc(-c3ccccc3)no2)n1-c1ccc(F)cc1	19%	i	45	24%	-0.6%	1%	1.2%	1.1	4%	26%
